# Source: PubChem (Sanford-Burnham Center for Chemical Genomics)
# Jurkat NFkB inh: inhibitors of induced NF-kB luciferase reporter, primary screen, TCR NF-kB activation inhibitor project, cell-based, luminescence, uHTS | 330,000 tested, 0.53% active | AID 435003, 2010 | inhibition, % at 4 µM | Jurkat, PMA/ionomycin-induced NF-kB luciferase reporter; in the data active = inhibition above about 50%
# tim23-1 inh: growth inhibitors of tim23-1 mutant yeast, primary screen, luminescence, uHTS; S. cerevisiae tim23-1 growth, BacTiter-Glo luminescence, 24 h; inhibition, % at 20 µM; 330,000 tested, 1.3% active; AID 463212, 2010;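 active = growth inhibition of the mutant yeast at or above 50%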;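 also: temperature-sensitive mutant grown at 25 °C; plate controls were DMSO-treated mutant yeast for no effect and medium wells lacking yeast for full effect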
# APJ antag: antagonists of human apelin receptor APJ, primary screen, CHO-K1 cells, beta-arrestin complementation, luminescence. inhibition, % at 20 µM. 330,000 tested, 0.32% active;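 active = inhibition above about 40% at 20 µM, limit read from the data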;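 also: cells challenged with 10 nM apelin-13 agonist together with compound; plate controls were apelin-13 plus DMSO wells for no effect and DMSO wells lacking apelin-13 for full effect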
# Target sequence (P35414 whole entry, looked up): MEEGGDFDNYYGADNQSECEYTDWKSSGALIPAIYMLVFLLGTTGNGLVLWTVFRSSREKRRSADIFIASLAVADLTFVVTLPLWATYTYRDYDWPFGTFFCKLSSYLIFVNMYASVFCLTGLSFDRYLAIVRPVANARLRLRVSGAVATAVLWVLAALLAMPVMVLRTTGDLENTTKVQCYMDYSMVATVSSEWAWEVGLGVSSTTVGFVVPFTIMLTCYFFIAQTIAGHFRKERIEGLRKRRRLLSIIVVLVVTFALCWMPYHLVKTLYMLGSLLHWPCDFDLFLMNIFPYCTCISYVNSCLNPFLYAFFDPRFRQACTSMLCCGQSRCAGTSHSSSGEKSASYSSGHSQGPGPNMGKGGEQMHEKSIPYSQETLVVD
# UPR XBP1 act: activators of adaptive XBP1 UPR arm, primary screen, cell-based, CHO-XBP1 luciferase reporter, luminescence, uHTS | 330,000 tested, 0.33% active | activation, % at 20 µM | IRE1-XBP1 UPR activation; percent of tunicamycin response, DMSO as zero;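 active = versus positive control, 20 µM dose yields 30% or more activation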;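 also: 100% = tunicamycin at 10 µg/mL and 0% = DMSO only wells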
#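 Assay system: CHO-XBP1 luciferase reporter cells; Schedule: 6 h treatment, 37 °C; Detection: glow luminescence from Steady-Glo reagent; Benchmarks: high control tunicamycin 10 µg/mL final, low control DMSO vehicle only.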
# CHOP UPR activ: activators of apoptotic CHOP UPR arm, primary screen, cell-based, CHO-CHOP luciferase reporter, luminescence, uHTS; activation, % at 10 µM; UPR activation; percent of tunicamycin response over DMSO baseline; 330,000 tested, 0.34% active;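 active = at 10 µM dose, activation of 40% or more, normalized to positive control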;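 also: 100% = tunicamycin at 10 µg/mL and 0% = DMSO alone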
#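 System: CHO-CHOP luciferase reporter cell line; amount: 500 cells/well; buffer or medium: F12 medium containing 10% fetal bovine serum; incubation: 6 h compound exposure at 37 °C after overnight seeding; measured by: luciferase luminescence after 10 min with Steady-Glo reagent; evaluation: % reporter activation, DMSO baseline versus tunicamycin full activation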
# 697 NFkB inh: inhibitors of PMA/ionomycin-induced NF-kB reporter, 697 cells, primary screen, B-cell NF-kB inhibitor project, cell-based, luminescence, uHTS; 697 B-cell NF-kB luciferase reporter, 16 h; inhibition, % at 4 µM; 330,000 tested, 0.33% active; AID 435022, 2010; in the data active = inhibition above about 35%
# Mdm2-MdmX inh: inhibitors of human Mdm2-MdmX association, primary screen, cell-based, luminescence, split luciferase, SaOS-2, uHTS | SaOS-2 split-luciferase Mdm2/MdmX complementation | 330,000 tested, 3% active | inhibition, % at 8 µM;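 active = inhibition of at least 50% at 8 µM in the primary screen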
# APJ ag: agonists of human apelin receptor APJ, primary screen, CHO-K1 cells, PathHunter beta-arrestin, luminescence | P35414 | 0% DMSO wells, 100% apelin | AID 2520, 2010 | activation, % at 20 µM | 330,000 tested, 0.11% active;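 active = activation more than six SD over the plate average, tested at 20 µM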;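 also: 0% = DMSO alone and 100% = apelin-13 at 10 nM; some results filed as inactive read as strong as hits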
#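 Assay system: engineered CHO-K1 APJ arrestin reporter cells; Amount: 1000 CHO-K1 reporter cells seeded per well; Dosing: one dose, 20 µM compound, 1% DMSO; Times: compound stimulation 90 min at 25 °C, detection 60 min; Measured by: luminescent beta-gal fragment complementation, chemiluminescent substrate; Read-out: APJ–arrestin association signal; Controls: DMSO vs Apelin-13 10 nM.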
# Starred values were filed as active, the others as inactive. Rows are unselected. Share with any hit: about 5%.
# Order of values: Jurkat NFkB inh	tim23-1 inh	APJ antag	UPR XBP1 act	CHOP UPR activ	697 NFkB inh	Mdm2-MdmX inh	APJ ag
1: CCOC(=O)N1CCN(C(=O)CNC(=O)Cc2ccc(Cl)cc2)CC1
 : -7	10	16	-4	-1.3	27	-2	1
2: COc1ccc(S(C)(=O)=O)cc1S(C)(=O)=O
 : 7	-8	2	4	-0.2	13	3	-3
3: Cc1ccc(CN2CCC(Oc3cccc(C(=O)N(C)CCN(C)C)c3)CC2)cc1C
 : -10	-23	5	-4	-0.2	-14	39	-2
4: Cc1ccc(CSc2nc3ncccc3[nH]2)cc1
 : -84	17	-23	-5	-0.5	-92	-76	-4
5: O=C1CN(C(=O)CSc2nc3ccccc3c(=O)n2Cc2ccc(F)cc2)c2ccccc2N1
 : 3	14	-4	-2	0.6	1	30	1
6: COc1ccc(CCN(C)C(=O)c2c(C)noc2C)cc1OC
 : 0	1	9	0	1.2	17	25	-3
7: O=[N+]([O-])c1ccc(-c2nnc3cccc(Cl)n23)cc1
 : -16	9	4	0	0.8	-4	-11	-3
8: CCN1CCN(CCC(=O)Nc2cccc(OC)c2)CC1
 : 2	8	14	-2	0.0	-7	-17	2
9: Cc1ccc(-n2c(SCC(=O)Nc3cc(C)on3)nc3c([nH]c4ccccc43)c2=O)cc1
 : 22	-15	11	9	-0.7	2	13	-5
10: CC(C)(C)OC(=O)N[C@@H](Cc1ccccc1)C(=O)N[C@@H](CO)[C@H](O)[C@@H]1C[C@@H]1C(=O)NC1CC1
 : 7	-9	-2	-2	-1.0	13	10	6
11: CCOC(=O)c1ccccc1NC(=O)C1CC(=O)N(C2CCCCC2)C1 (configuration not stated)
 : 4	21	-41	-3	0.0	-12	4	3
12: CC(C)(C)c1nc(SCC(=O)c2ccccc2)c2ccccc2n1
 : -16	21	-26	3	3.5	-50	-3	0
13: O=c1/c(=C/c2ccco2)sc2nc(-c3ccccc3Br)nn12
 : 4	57*	7	-1	1.2	-1	18	-1
14: Cc1ccc(NC(=O)C(=O)NCCCN2CCCC2=O)c(C)c1
 : -26	-10	-46	2	7.2	-30	0	-5
15: O=C(OCC(=O)N1CCN(C(=O)c2ccco2)CC1)c1cccc(S(=O)(=O)N2CCc3ccccc32)c1
 : -6	16	2	-2	-0.3	16	4	1
16: COc1ccc(-n2cc(CN(C)CCO)c(-c3cccc(F)c3)n2)cc1
 : 1	7	10	-1	1.6	8	9	-3
17: CC[C@@H]1C=C(C(=O)O)[C@H](c2ccc(Cl)c(Cl)c2)N1S(=O)(=O)c1ccc(C)cc1
 : 10	24	7	-1	0.9	2	6	-2
18: CCC(=O)Nc1ccccc1-c1nc2ccccc2[nH]c1=O
 : 4	10	-18	-5	2.5	9	24	-2
19: CC(C)(C)c1cc(C(C)(C)C)n(-c2ccccc2)n1
 : 5	14	8	-3	-0.4	3	3	1
20: CN1CCN(CC(=O)Nc2ccccc2C(F)(F)F)CC1
 : -18	-15	-4	1	1.0	2	10	0
21: CCOC(=O)c1ccc(S(=O)(=O)Nc2cc(S(=O)(=O)Nc3ccc(OC)cc3)ccc2O)cc1
 : -2	0	2	-4	0.4	7	20	-2
22: COc1ccc(C(C)=O)cc1CSCC(=O)O
 : -3	6	-11	-1	-0.4	8	-14	-3
23: CCOC(=O)C1=C(N)Oc2cc(C)oc(=O)c2C1c1cccnc1 (configuration not stated)
 : 7	-16	5	-7	-2.6	18	-6	-1
24: Cc1cc2c(N=NC(=O)C3CC3c3ccccc3)c(O)[nH]c2cc1Br (configuration not stated)
 : 7	31	6	-3	0.0	-19	54*	-2
25: CC(C)=CCC1=C(OCC(=O)O)C(=O)c2ccccc2C1=O
 : -39	49	-39	1	0.8	-9	-22	0
26: C=C1CSc2nc3ccccc3c(=O)n21
 : -2	12	-14	-3	-1.1	-9	-7	-2
27: O=[N+]([O-])c1ccc(C(=S)N2CCCC2)cc1
 : 6	10	3	-3	0.5	-1	-13	-1
28: CCOC(=O)c1[nH]c2ccc(F)cc2c1NC(=O)c1ccccc1C(=O)O
 : -5	-6	-5	-3	0.6	-7	6	-2
29: Cc1ccc2c(c1)C(=O)C(=O)N2CC(=O)Nc1ccccc1NC(=O)c1ccccn1
 : 2	14	4	5	-1.1	21	32	-4
30: C(=C\c1ccccc1)/CNn1cnnc1
 : 5	-1	6	3	1.8	17	5	-4
31: CCCN1C2=NCCN2c2ccccc21
 : -8	5	-1	2	-1.2	-19	-6	0
32: CC1CCC(NC(=O)C2CCN(S(=O)(=O)c3ccc4nc5c(c(C(=O)O)c4c3)CC(C)CC5)CC2)CC1 (configuration not stated)
 : 4	20	-9	-3	-1.2	18	18	-4
33: CCC(=O)Nn1c(C)nnc1C
 : -13	12	13	0	0.2	-8	-6	1
34: COc1ccc(C(=O)NCc2ccc(N3CCN(C)CC3)cc2)cc1
 : -33	9	4	-1	-0.2	-12	-18	-4
35: CNC(=O)C(NC(=O)c1ccccc1)=C(C)C
 : -12	6	-7	0	0.7	-3	11	4
36: CC(C)(C)C(=O)COC(=O)c1ccc(O)cc1
 : -3	12	12	2	1.2	-14	-29	10
37: CSc1nc2ccc(NC(=O)c3cccs3)cc2s1
 : -87	42	10	2	3.3	-64	-100	1
38: COc1cccc(Cn2c(Oc3ccccc3)nc3c2c(=O)n(C)c(=O)n3C)c1
 : 19	14	9	-1	-1.5	23	-7	-2
39: COc1ccc(NC(=O)COc2ccc(C)nc2[N+](=O)[O-])cc1S(N)(=O)=O
 : 5	-2	4	2	1.6	23	11	-4
40: Cc1cccc(CN2CCc3c([nH]c4ccccc34)C2C(C)(C)C)n1 (configuration not stated)
 : -11	17	-5	-5	0.0	-2	3	-3
41: COc1ccccc1CC(=O)N1CCN(c2ccccn2)CC1
 : -8	6	-13	-1	-2.7	4	22	-2
42: O=C(/C=C/c1ccccc1)NCc1ccc2c(c1)OCO2
 : -4	10	9	1	-0.4	-12	12	-3
43: Cc1cccc(N2C(=O)c3cccc4c(N(C)CCO)ccc(c34)C2=O)c1
 : 12	23	-8	0	-0.6	-24	7	4
44: COc1ccc(-n2nc3c(c2NC(=O)c2ccccc2S(=O)(=O)C(F)F)CS(=O)(=O)C3)cc1
 : 2	16	4	-4	1.3	15	18	8
45: Cc1cc(Nc2ccccc2)n(-c2cccc(Cl)c2)n1
 : 11	33	-2	3	0.6	-16	30	-5
46: CCCCc1c(C)[nH]c(=S)[nH]c1=O
 : -18	2	6	1	1.4	20	-5	-4
47: Cc1ccc(NC(=O)C2CCCN(S(=O)(=O)c3cccc4cccnc34)C2)cc1 (configuration not stated)
 : 6	19	12	-2	-0.7	5	16	-2
48: CCOc1ccc(Oc2ccc(Cl)cc2N)cc1
 : -6	1	7	1	4.9	2	10	-3
49: COc1ccc(CNC(=O)Cc2cn(C)c3ccccc23)c(OC)c1
 : -35	22	3	1	-0.1	-9	3	-3
50: Cc1ccc(Nc2nnc(SC/C(O)=C(\C#N)c3nc4ccccc4[nH]3)s2)c(C)c1
 : 8	21	-20	-1	2.7	-29	25	2

# Reformatted as tab-separated lines: part of the list above
no.	canonical_smiles	Jurkat NFkB inh	tim23-1 inh	APJ antag	UPR XBP1 act	CHOP UPR activ	697 NFkB inh	Mdm2-MdmX inh	APJ ag
36	CC(C)(C)C(=O)COC(=O)c1ccc(O)cc1	-3	12	12	2	1.2	-14	-29	10
37	CSc1nc2ccc(NC(=O)c3cccs3)cc2s1	-87	42	10	2	3.3	-64	-100	1
38	COc1cccc(Cn2c(Oc3ccccc3)nc3c2c(=O)n(C)c(=O)n3C)c1	19	14	9	-1	-1.5	23	-7	-2
39	COc1ccc(NC(=O)COc2ccc(C)nc2[N+](=O)[O-])cc1S(N)(=O)=O	5	-2	4	2	1.6	23	11	-4
40	Cc1cccc(CN2CCc3c([nH]c4ccccc34)C2C(C)(C)C)n1 (configuration not stated)	-11	17	-5	-5	0.0	-2	3	-3
41	COc1ccccc1CC(=O)N1CCN(c2ccccn2)CC1	-8	6	-13	-1	-2.7	4	22	-2
42	O=C(/C=C/c1ccccc1)NCc1ccc2c(c1)OCO2	-4	10	9	1	-0.4	-12	12	-3
43	Cc1cccc(N2C(=O)c3cccc4c(N(C)CCO)ccc(c34)C2=O)c1	12	23	-8	0	-0.6	-24	7	4
44	COc1ccc(-n2nc3c(c2NC(=O)c2ccccc2S(=O)(=O)C(F)F)CS(=O)(=O)C3)cc1	2	16	4	-4	1.3	15	18	8
45	Cc1cc(Nc2ccccc2)n(-c2cccc(Cl)c2)n1	11	33	-2	3	0.6	-16	30	-5
46	CCCCc1c(C)[nH]c(=S)[nH]c1=O	-18	2	6	1	1.4	20	-5	-4
47	Cc1ccc(NC(=O)C2CCCN(S(=O)(=O)c3cccc4cccnc34)C2)cc1 (configuration not stated)	6	19	12	-2	-0.7	5	16	-2
48	CCOc1ccc(Oc2ccc(Cl)cc2N)cc1	-6	1	7	1	4.9	2	10	-3
49	COc1ccc(CNC(=O)Cc2cn(C)c3ccccc23)c(OC)c1	-35	22	3	1	-0.1	-9	3	-3
50	Cc1ccc(Nc2nnc(SC/C(O)=C(\C#N)c3nc4ccccc4[nH]3)s2)c(C)c1	8	21	-20	-1	2.7	-29	25	2

# The results go on:
# Order of values: Jurkat NFkB inh	tim23-1 inh	APJ antag	UPR XBP1 act	CHOP UPR activ	697 NFkB inh	Mdm2-MdmX inh	APJ ag
51: CCOC(=O)N/N=C\c1ccc(OC(=O)c2ccc3c(c2)OCO3)cc1
 : -6	30	9	0	5.7	5	26	-2
52: Cn1c(=O)oc2cc(S(=O)(=O)N3CCC(C(=O)Nc4ccc(OC(F)(F)F)cc4)CC3)ccc21
 : 27	11	10	-1	3.1	25	-24	1
53: COc1cc(C(C)=O)ccc1OCC(O)CN1CCN(c2ccc(F)cc2)CC1 (configuration not stated)
 : -18	-7	11	-6	-1.7	-13	-15	0
54: Cc1nnc(NC(=O)C2CCN(S(=O)(=O)c3ccc(Cl)cc3)CC2)s1
 : -2	3	5	2	0.0	-14	9	-1
55: COCCCNC(=O)c1oc2ccc(S(=O)(=O)N(C)C3CCCCC3)cc2c1C
 : -9	23	7	1	1.1	-19	10	2
56: O=C(O)CNC(=O)c1ccc(Sc2ccccc2)c([N+](=O)[O-])c1
 : -10	26	-8	0	-1.3	3	-33	0
57: NC(=O)CCC(NC(=O)c1ccc(Cl)cc1)C(=O)NCCc1ccc2c(c1)OCCO2 (configuration not stated)
 : -1	-9	4	0	2.4	17	-2	-2
58: COc1cc(OC)cc(C(=O)NCCNC(=O)c2ccco2)c1
 : -13	-2	7	6	-0.6	1	-22	0
59: CC(=O)NC1CCN(C(=O)N2CCCC2)CC1
 : -30	7	-13	2	0.1	-8	-3	6
60: Cc1sc2nc(NCCO)[nH]c(=O)c2c1C
 : -4	8	20	3	-0.2	16	23	1
61: CCN1CCCC1CNCc1ccc(Cl)cc1Cl (configuration not stated)
 : -5	1	3	-4	0.3	-7	-4	-6
